Bioassay records (PubChem BioAssay)
Rac1 wt modul = wildtype Rac1 GTP binding modulators, primary screen, biochemical, GST-Rac1 beads, flow cytometry, multiplex. GTP binding activity (% of control), % at 10 µM. fluorescent GTP binding; actives lie on both sides; 0 = cold GTP competed, 100 = untreated. 190,000 tested, 0.27% active. Ras-related C3 botulinum toxin substrate 1 (Homo sapiens), P63000. AID 757, 2007;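 active = GTP binding activity at least 20 points away from the 100% control level, either lower or higher; inconclusive = compound flagged as likely green fluorescent, judged across all proteins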
Rab2 wt GTP = modulators of GTP binding to Rab2A wildtype, primary screen, biochemical, dog, bead-based flow cytometry, multiplex; GST-Rab2 wt beads, Bodipy-GTP binding; 190,000 tested, 0.19% active; Ras-related protein Rab-2A (Canis lupus familiaris), P61105; GTP binding activity, % at 10 µM;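 active = GTP binding activity at least 20 points away from 100%, either lowered or raised; inconclusive = signal likely due to the compound's own green fluorescence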;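 note: 0% = beads with excess unlabeled GTP and 100% = no-compound control corrected for plate trend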
Bfl-1 Bim block = inhibitors of Bim binding to Bfl-1, primary screen, biochemical, multiplexed, bead-based flow cytometry | Bcl-2-related protein A1 (Homo sapiens), Q16548 | 190,000 tested, 0.12% active | inhibition, % at 10 µM | AID 1008, 2008 | Bim-Bfl-1 binding inhibition;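 note: 0% = wells without compound plus tracer and 100% = blocker peptide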
Bcl-XL Bim block = inhibitors of Bim-Bcl-XL binding, primary screen, biochemical, multiplexed, bead flow cytometry, human Bcl-XL | Bcl-2-like protein 1 (Homo sapiens), Q07817 | inhibition, % at 10 µM | AID 1007, 2008 | 190,000 tested, 0.04% active | Bim peptide-Bcl-XL binding, fluorescence
Target sequence (Q07817 whole entry, looked up): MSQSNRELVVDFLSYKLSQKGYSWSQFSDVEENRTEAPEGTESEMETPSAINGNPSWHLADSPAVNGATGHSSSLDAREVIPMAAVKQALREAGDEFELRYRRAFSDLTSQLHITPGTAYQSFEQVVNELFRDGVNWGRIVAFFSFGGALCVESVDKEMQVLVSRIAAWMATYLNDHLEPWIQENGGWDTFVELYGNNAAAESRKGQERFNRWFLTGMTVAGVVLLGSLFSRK
Bcl-W Bim block = inhibitors of Bim binding to Bcl-W, primary screen, biochemical, multiplexed, bead-based flow cytometry. Bcl-2-like protein 2 (Homo sapiens), Q92843. Bim peptide-Bcl-W binding. inhibition, % at 10 µM. 190,000 tested, 0.02% active. AID 952, 2007;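 note: 0% = bound tracer without compound and 100% = peptide blocker; higher means less fluorescent Bim peptide bound to Bcl-W beads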
Target sequence (Q92843 whole entry, looked up): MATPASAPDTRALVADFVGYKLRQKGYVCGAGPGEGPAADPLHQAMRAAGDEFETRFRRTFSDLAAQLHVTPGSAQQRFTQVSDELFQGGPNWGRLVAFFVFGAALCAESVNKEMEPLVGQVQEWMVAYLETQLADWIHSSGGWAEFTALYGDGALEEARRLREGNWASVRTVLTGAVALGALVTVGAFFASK
Bcl-2 Bim block = inhibitors of Bim-Bcl-2 binding, primary screen, biochemical, multiplexed, human Bcl-2 family; Bead-based flow cytometry, Bim peptide-Bcl-2 binding; inhibition, % at 10 µM; 190,000 tested, 0.06% active; in the data active = inhibition above about 40%; inconclusive = no clear call, values can overlap the other calls;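 note: 0% = no compound wells with probe peptide and 100% = reference peptide inhibitor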
Bim-Bcl-B = inhibitors of Bim-Bcl-B binding, primary screen, biochemical, multiplexed, human Bcl-2 family; inhibition, % at 10 µM; Bcl-2-like protein 10 (Homo sapiens), Q9HD36; 190,000 tested, 0.073% active; bead-based flow cytometry, Bim peptide-Bcl-B binding; AID 951, 2007;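 note: 0% = tracer peptide without compound and 100% = reference inhibitor peptide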
Target sequence (Q9HD36 whole entry, looked up): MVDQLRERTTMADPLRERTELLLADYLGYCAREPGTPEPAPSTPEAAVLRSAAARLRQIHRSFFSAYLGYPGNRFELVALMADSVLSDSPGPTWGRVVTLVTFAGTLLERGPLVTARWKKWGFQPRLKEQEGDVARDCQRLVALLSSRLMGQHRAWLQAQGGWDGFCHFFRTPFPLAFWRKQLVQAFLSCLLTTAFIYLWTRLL
HRas wt GTP bind = modulators of GTP binding to HRas wildtype, primary screen, biochemical, bead-based flow cytometry, multiplex; GTPase HRas (Homo sapiens), P01112; GST-Ras wt beads, Bodipy-FL-GTP binding; actives lie on both sides; GTP binding activity, % at 10 µM; 190,000 tested, 0.14% active; AID 759, 2007;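 active = GTP binding activity at least 20% away from the 100% baseline, either lowered as inhibitor or raised as activator; inconclusive = flagged as likely green fluorescent, judged across all proteins in the well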;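 note: 0% = unlabeled GTP competition control and 100% = no-compound control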
Target sequence (P01112 whole entry, looked up): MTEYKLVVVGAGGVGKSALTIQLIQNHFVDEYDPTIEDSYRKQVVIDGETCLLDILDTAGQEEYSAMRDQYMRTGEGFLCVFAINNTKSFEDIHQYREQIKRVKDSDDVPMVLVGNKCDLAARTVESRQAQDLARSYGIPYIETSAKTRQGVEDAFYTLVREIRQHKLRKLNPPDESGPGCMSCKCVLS
Rab7 wt GTP bind = modulators of GTP binding to Rab7, primary screen, biochemical, wildtype, multiplex bead flow cytometry. GST-Rab7 beads, fluorescent GTP binding; actives lie on both sides; untreated = 100%, excess cold GTP = 0%. GTP binding activity (percent of control), % at 10 µM. 190,000 tested, 0.055% active. AID 758, 2007;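 active = fluorescent GTP binding to Rab7 beads changed by at least 20 points from the 100% baseline, either direction, mostly lower; inconclusive = compound itself probably fluorescent, or too few beads counted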;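 note: median green fluorescence of bound Bodipy-FL-GTP per Rab7 bead population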
Cdc42 wt = modulators of GTP binding to wildtype Cdc42, primary screen, biochemical, multiplex bead flow cytometry, Bodipy-GTP | GST-Cdc42 beads; actives lie on both sides | Cell division control protein 42 homolog (Homo sapiens), P60953 | 190,000 tested, 0.2% active | AID 761, 2007 | percent activity (GTP binding), % at 10 µM;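 active = percent activity GTP binding at least 20 points away from the 100% baseline, either down as inhibitor or up as activator; inconclusive = compound flagged as likely green fluorescent from well-wide comparison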;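 note: median bead fluorescence of bound Bodipy-FL-GTP at 100 nM; 0% = excess unlabeled GTP control and 100% = no compound control; below 100% means less GTP binding so inhibitor and above means activator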
Rac1 mut GTP = GTP binding modulators of activated mutant Rac1, primary screen, biochemical, bead-based flow cytometry, multiplex, fluorescent GTP. 190,000 tested, 0.11% active. Ras-related C3 botulinum toxin substrate 1 (Homo sapiens), P63000. percent activity (GTP binding), % at 10 µM. GST-Rac1 activated beads; actives lie on both sides; 100% means binding = to untreated wells;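 active = GTP binding at least 20 percentage points away from the 100% baseline, in either direction, so actives lie on both sides; inconclusive = Compound likely fluorescent itself, or too few beads counted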
Active calls of the source: *; ? = inconclusive; [ ] = another dose, or the depositor's remark. Cut-off read from the data, not from the text of the source, unless noted: active = inhibition above about 40%.

The first 11 compounds, to show the layout:
Molecule,Rac1 wt modul,Rab2 wt GTP,Bfl-1 Bim block,Bcl-XL Bim block,Bcl-W Bim block,Bcl-2 Bim block,Bim-Bcl-B,HRas wt GTP bind,Rab7 wt GTP bind,Cdc42 wt,Rac1 mut GTP
NS(=O)(=O)c1ccc(CNC(=O)C23CC4CC(CC(C4)C2)C3)cc1,?,?,-12,-6,0,-1,-5,?,?,?,?
Cn1ccnc1SCC(=O)NC1CC1,102,99,-1,-2,-1,0,-1,103,101,103,97
O=C(c1c[nH]c(C(=O)N2CCN(c3ccccc3F)CC2)c1)c1cccc(Cl)c1Cl,102,104,-3,1,1,-2,-3,103,103,92,97
Cc1cccc(CCNc2nc3ccccc3n3nnnc23)c1,100,99,-1,0,-1,0,0,100,100,100,98
CC(=O)Nc1ccccc1NC(=O)C/C(C)=N/NC(=O)C(=O)Nc1cccc(Cl)c1C,103,98,-5,-11,-6,-2,-1,98,97,97,97
Cc1ccc2[nH]c(=O)c(CN(Cc3cccnc3)C(=O)c3ccncc3)cc2c1,101,100,-3,-9,-3,-1,-1,97,99,99,97
CCOC(=O)c1nnc2cc(-c3ccc(Br)cc3)nn2c1C,100,99,-10,-4,0,-11,-8,97,95,101,102
CC(C)CNS(=O)(=O)c1ccc(OCC(=O)NCC2CCCO2)c(Cl)c1 (stereo not given),106,100,11,1,-1,0,0,101,99,101,96
CCCCC(=O)Nc1ccc(NC(=O)c2ccccc2OC)cn1,100,96,4,-9,-2,4,0,98,96,101,97
COCCNC(=O)COc1ccc(C)cc1C,98,98,-12,7,3,-9,-9,99,102,100,96
COc1ccc(OCCCSc2ncccn2)cc1,105,101,-7,-6,-1,-10,-16,102,98,104,101

The listing, from the start:
Molecule,Rac1 wt modul,Rab2 wt GTP,Bfl-1 Bim block,Bcl-XL Bim block,Bcl-W Bim block,Bcl-2 Bim block,Bim-Bcl-B,HRas wt GTP bind,Rab7 wt GTP bind,Cdc42 wt,Rac1 mut GTP
NS(=O)(=O)c1ccc(CNC(=O)C23CC4CC(CC(C4)C2)C3)cc1,?,?,-12,-6,0,-1,-5,?,?,?,?
Cn1ccnc1SCC(=O)NC1CC1,102,99,-1,-2,-1,0,-1,103,101,103,97
O=C(c1c[nH]c(C(=O)N2CCN(c3ccccc3F)CC2)c1)c1cccc(Cl)c1Cl,102,104,-3,1,1,-2,-3,103,103,92,97
Cc1cccc(CCNc2nc3ccccc3n3nnnc23)c1,100,99,-1,0,-1,0,0,100,100,100,98
CC(=O)Nc1ccccc1NC(=O)C/C(C)=N/NC(=O)C(=O)Nc1cccc(Cl)c1C,103,98,-5,-11,-6,-2,-1,98,97,97,97
Cc1ccc2[nH]c(=O)c(CN(Cc3cccnc3)C(=O)c3ccncc3)cc2c1,101,100,-3,-9,-3,-1,-1,97,99,99,97
CCOC(=O)c1nnc2cc(-c3ccc(Br)cc3)nn2c1C,100,99,-10,-4,0,-11,-8,97,95,101,102
CC(C)CNS(=O)(=O)c1ccc(OCC(=O)NCC2CCCO2)c(Cl)c1 (stereo not given),106,100,11,1,-1,0,0,101,99,101,96
CCCCC(=O)Nc1ccc(NC(=O)c2ccccc2OC)cn1,100,96,4,-9,-2,4,0,98,96,101,97
COCCNC(=O)COc1ccc(C)cc1C,98,98,-12,7,3,-9,-9,99,102,100,96
COc1ccc(OCCCSc2ncccn2)cc1,105,101,-7,-6,-1,-10,-16,102,98,104,101
CCC(=O)Oc1ccc2c(C)c(Cl)c(=O)oc2c1,82,84,-4,-2,-1,-2,-2,86,90,83,83
C=CCN1C2CCCC1CC(NC(=S)Nc1ccc(Cl)cc1)C2 (stereo not given),99,98,-9,-3,-1,-5,-4,99,104,97,95
Nc1nonc1/C(=N/O)N1CCCC1,97,97,0,-2,0,2,1,99,100,98,97
Cc1[nH]c2c(C(=O)N3CCCC(CCC(=O)NCc4ccccc4F)C3)cccc2c1C (stereo not given),106,106,-1,2,1,0,0,106,110,106,100
C/C=C/c1ccc(OCCCCNCc2ccco2)c(OC)c1,99,97,4,3,0,-2,3,98,96,100,98
COc1ccc(CCNC(=O)/C=C/c2ccc(C)cc2)cc1OC,99,103,6,1,1,0,-5,103,100,103,98
O=C(CCN1C(=O)C2C3C=CC(C3)C2C1=O)NCC1CCCO1 (stereo not given),108,99,-8,-4,3,-4,-5,102,98,103,100
Cc1ccc(-c2nc(N)sc2C)cc1,102,95,-1,0,-4,-3,-6,100,96,101,95
O=C(COC(=O)c1cccc(S(=O)(=O)NCc2ccccc2)c1)NCC1CCCO1 (stereo not given),97,98,-5,-1,0,-3,-3,97,101,99,96
COc1ccc2ccccc2c1CNC(=O)CC1C(=O)NCCN1CC(C)C (stereo not given),98,103,1,2,-1,0,4,99,104,97,97
COc1ccc(N2C(=O)C3CCCN3C2c2ccccc2)cc1Cl (stereo not given),102,100,-3,0,1,-5,-2,101,98,98,98
CCCCn1c(=O)nc2n(-c3ccccc3C)c3ccccc3cc-2c1=O,103,98,6,-2,2,3,-17,98,103,94,99
O=C(Nc1ccccc1C(F)(F)F)c1ccc(F)c(S(=O)(=O)N2CCOCC2)c1,102,99,-20,-12,-11,-16,-8,98,96,101,101
Fc1ccccc1-n1[nH]nnc1=S,103,101,-8,-10,0,-7,-21,101,102,100,100
Cc1cc(C)c(S(=O)(=O)Nn2cnnc2)c(C)c1,100,97,-4,-2,-1,-1,-1,96,97,94,97
CC1=C(C)C(=O)C(N2CCOCC2)=CC1=O,102,100,0,-2,-2,0,-2,99,100,104,100
CCCCN(C)C1CCN(C(=S)Nc2cccc(SC)c2)CC1,99,97,-4,-3,-6,-4,-12,95,95,96,97
CCOC(=O)N1CCC(NC(=O)c2ccc3c(c2)N(Cc2ccc(C)cc2)CCS3)CC1,102,101,-9,-1,1,-7,-11,100,100,102,100
CCOC(=O)CNC(=O)C1CCCN(c2ncccn2)C1 (stereo not given),97,95,-11,6,0,-8,-3,98,95,98,93
N#Cc1nc(-c2ccc(Cl)cc2)oc1N1CCCCC1,101,107,-1,0,1,0,1,107,107,106,99
Cc1cc([N+](=O)[O-])nn1CC(=O)Nc1ccccn1,98,100,1,0,-3,4,5,98,95,99,97
Fc1cccc(Nc2nc(Cl)nc(Cl)n2)c1,96,96,-1,0,1,0,0,96,102,95,93
CCc1nnc(NC(=O)Cn2nc(-c3ccccc3OC)ccc2=O)s1,112,102,-10,-4,0,-9,-6,102,97,103,102
O=C(NCc1ccc(Cl)cc1)C1CCN(c2cnccn2)CC1,99,97,-1,0,0,1,0,97,98,100,97
O=C(c1cccc(Cl)c1)N1CCN(C(=O)c2ccccc2F)CC1,104,102,-15,-9,-1,-3,-3,102,102,100,99
CC1CCCCC1NC(=O)COC(=O)Cc1ccc(Br)cc1 (stereo not given),?,?,-2,0,1,0,-1,?,?,?,?
COc1cc(NC(=O)Cc2ccc(Cl)cc2)ccc1NC(=O)c1ccco1,104,99,-11,-11,2,-5,-8,102,104,98,96
c1ccc(-n2ncc3c2ncn2cnnc32)cc1,89,93,-1,-2,-3,-5,0,91,91,91,90
Cc1ccc(C(C(=O)NCc2ccco2)N(CC2CCCO2)C(=O)Cn2nnc3ccccc32)cc1 (stereo not given),106,101,-14,-11,-4,-12,-11,101,106,100,99
CN1C(=O)C2(NCCc3c2[nH]c2ccccc32)c2ccccc21 (stereo not given),102,101,-4,0,2,0,-3,104,101,102,99
CCC/C(O)=C1\C(=O)CC(C)(C)CC1=Nc1ccccc1OC,125*[activator],109,-12,-7,-1,-11,-15,104,106,110,105
Cc1ccc(O)c(C(CC(=O)N2CCCC2)c2ccccc2)c1 (stereo not given),109,97,-2,-5,-1,-4,-9,100,97,102,99
O=C(O)CCC(=O)N1c2ccccc2NC2=C(C(=O)CC(c3ccc(F)cc3)C2)C1c1ccc([N+](=O)[O-])o1 (stereo not given),97,97,-5,-3,0,-3,-5,96,99,96,94
COC(=O)C(C(=O)OC)c1ccc(N)cc1,97,97,-5,-4,-2,-2,-3,95,92,97,96
O=[N+]([O-])c1c(Nc2ccc(O)cc2)cc(N2CCOCC2)c2nonc12,100,100,0,-11,-7,0,-6,100,100,101,100
CC(SC(=S)N1CCOCC1)C(=O)O (stereo not given),104,103,-1,2,-1,1,0,101,101,103,98
CCc1ccc(NC(=O)COC(=O)/C=C/c2c(C)nn(C3CCS(=O)(=O)C3)c2Cl)cc1 (stereo not given),101,100,-3,2,-1,-4,-1,97,106,98,94
Cc1cc(C)c2c(=O)cc(C(F)F)oc2c1,99,98,-5,-1,0,-9,-9,98,98,100,99
O=C(Nc1ccccc1F)c1ccc2nc(N3C(=O)CCC3=O)sc2c1,103,103,0,0,-2,0,-1,102,92,105,101
O=C(Cc1cccs1)Nc1nc(-c2ccccc2)cs1,96,99,-9,1,0,-8,-8,101,98,96,97
CCOC(=O)N1CCN(C(=O)c2ccc(NC(=O)c3ccc(C)cc3)cc2)CC1,107,102,-14,-11,-2,-6,-8,100,102,102,98

Some entries already given, showing only Rac1 wt modul and HRas wt GTP bind.
| Compound | Rac1 wt modul | HRas wt GTP bind |
| --- | --- | --- |
| O=[N+]([O-])c1c(Nc2ccc(O)cc2)cc(N2CCOCC2)c2nonc12 | 100 | 100 |
| CC(SC(=S)N1CCOCC1)C(=O)O (stereo not given) | 104 | 101 |
